CAL PDZ FP-1: untagged CAL PDZ binding inhibitors, primary screen, biochemical, fluorescence polarization, HTS. Golgi-associated PDZ and coiled-coil motif-containing protein (Homo sapiens), Q9HD26. purified CAL PDZ, TMR-peptide fluorescence polarization, 1 h. inhibition, % at 24.9 µM. 0.92% of 300,000 active. AID 602252, 2012;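 active means mean inhibition of at least 30% with at least half of replicates also reaching 30%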;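 further: 0% = DMSO neutral control and 100% = excess unlabeled competitor peptide PRC23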
CAL PDZ FP-2: CAL PDZ peptide-binding inhibitors, primary screen, biochemical, fluorescence polarization, Cer-tagged CAL PDZ, HTS | Golgi-associated PDZ and coiled-coil motif-containing protein (Homo sapiens), Q9HD26 | purified CAL PDZ, TMR-peptide fluorescence polarization, 1 h | inhibition, % at 20 µM | 0.02% of 330,000 active | AID 504414, 2011;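 active means highest replicate inhibition of at least 40%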;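 further: plate controls were DMSO neutral control wells for no effect and unlabeled competitor peptide control wells for full effect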
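Test system: tagged CAL PDZ domain / Buffer or medium: sodium phosphate/NaCl buffer pH 7.4 with TCEP, IgG, Thesit / Reagent: TMR-labelled reporter peptide T*-PRC34 bound in PDZ groove / Compound dosing: single point, 20 µM / Schedule: 1 h incubation at room temperature before polarization reading / Technique: fluorescence polarization (mP) / Benchmarks: unlabelled peptide, DMSO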
Tat transport: E. coli Tat export inhibitors, primary screen, MC4100, TorA-mCherry reporter, fluorescence, single point | AID 488895, 2010 | inhibition, % at 10 µM | 0.036% of 340,000 active;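 active means mean replicate inhibition at least 50% and at least half of replicates individually reaching 50%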;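 further: exported cargo escapes ClpAP degradation while cytoplasmic cargo is degraded and loses fluorescence; 0% = median of neutral control wells and 100% = median of NaSCN control wells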
MITF TRPM1 HTS: activators of MITF-driven TRPM1 promoter reporter, primary screen, cell-based, SK-MEL-5, luciferase, single point. SK-MEL-5 TRPM1-promoter luciferase, 24 h; % of positive control, neutral wells = 0. activation, % at 12.5 µM. 0.75% of 300,000 active. AID 588334, 2011;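 active means mean activation of at least 80% with every replicate also reaching 80%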;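 further: 0% = neutral control wells and 100% = parthenolide positive control wells; values of inactives mirror those of a sister screen read the other way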
AddAB inh: growth inhibition of E. coli expressing H. pylori AddAB, primary screen, AddAB inhibitor project, absorbance; inhibition, % at 11.9 µM; 0.29% of 330,000 active; AID 435030, 2010; in the data active means inhibition above about 12%;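 further: 0% = vehicle wells of infected cells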
SR-BI uptake up: activators of SR-BI mediated DiI-HDL uptake, primary screen, ldlA[mSR-BI] CHO cells, DiI fluorescence | AID 504775, 2011 | 0.096% of 320,000 active | 3 h; 100 = double the neutral-control signal | activation, % at 12.5 µM;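 active means mean replicate activation of at least 60% and every replicate at or above 60%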;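 further: 0% = median plate neutral-control signal and 100% = twice that signal; values of inactives mirror those of a sister screen read the other way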
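Test system: SR-BI-overexpressing, LDLR-lacking CHO cells; Medium: Ham's F12 with 0.5% BSA, HEPES 25 mM, pH 7.4; Schedule: 3 h, 37 °C; Technique: bottom-read fluorescence, 550/595 nm.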
SR-BI HDL uptake: inhibitors of SR-BI mediated HDL lipid uptake, primary screen, ldlA[mSR-BI] cells, fluorescence, single point. Scavenger receptor class B member 1 (Mus musculus), Q61009. ldlA[mSR-BI] CHO cells, DiI-HDL uptake fluorescence, 3 h. inhibition, % at 12.5 µM. 0.96% of 320,000 active;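 active means mean replicate inhibition of at least 70% and a set share of replicates each scoring 70 or more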;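 further: 0% = median of neutral control wells and 100% = median of positive control wells; values of inactives mirror those of a sister screen read the other way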
Target sequence (Q61009 whole entry, looked up): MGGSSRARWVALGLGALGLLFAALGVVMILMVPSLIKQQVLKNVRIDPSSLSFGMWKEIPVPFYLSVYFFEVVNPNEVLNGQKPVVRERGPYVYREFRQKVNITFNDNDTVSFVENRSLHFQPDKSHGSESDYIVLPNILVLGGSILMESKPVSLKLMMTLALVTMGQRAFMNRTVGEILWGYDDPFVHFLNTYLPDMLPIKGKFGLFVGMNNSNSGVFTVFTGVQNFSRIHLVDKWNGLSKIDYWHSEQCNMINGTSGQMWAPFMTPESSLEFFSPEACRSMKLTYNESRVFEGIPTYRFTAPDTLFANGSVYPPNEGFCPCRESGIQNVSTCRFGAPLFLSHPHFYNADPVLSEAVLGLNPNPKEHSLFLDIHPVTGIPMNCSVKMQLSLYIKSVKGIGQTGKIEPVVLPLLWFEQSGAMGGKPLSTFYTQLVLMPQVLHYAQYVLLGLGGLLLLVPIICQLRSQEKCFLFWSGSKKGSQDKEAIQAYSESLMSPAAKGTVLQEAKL
E coli growth: E. coli V3065 growth inhibition, primary screen, counter-screen for AddAB inhibitor project, absorbance, OD600 | 18 h | 0.27% of 330,000 active | inhibition, % at 11.9 µM;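 active means inhibition above the campaign's mean inhibition across all tested compounds plus 3 SD, cut at about 9.9% in these data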;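 further: uninfected addAB+ strain grown without phage in ampicillin broth; 0% = DMSO wells and 100% = ciprofloxacin 0.95 µg/ml wells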
phage Ecoli inh: growth loss of phage-infected E. coli, primary screen, RecBCD inhibitor project, absorbance, with phage, HTS; inhibition, % at 11.9 µM; 0.26% of 360,000 active; AID 651602, 2012; in the data active means inhibition above about 11%
Wnt act: Wnt/beta-catenin pathway activators, primary screen, cell-based, plate reader, single point | 1.2% of 300,000 active | activation, % at 9.35 µM | AID 743398, 2014 | Wnt/beta-catenin reporter cell assay, activator; in the data active means activation above about 30%, passing the limit was not always enough;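 further: 0% = neutral control wells and 100% = positive control wells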
The depositor's hits bear a star; . = no result given. No enrichment for hits; overall some 3.6% were active at least once.

SMILES	CAL PDZ FP-1	CAL PDZ FP-2	Tat transport	MITF TRPM1 HTS	AddAB inh	SR-BI uptake up	SR-BI HDL uptake	E coli growth	phage Ecoli inh	Wnt act
COc1cc(NC(=O)CCc2c(C)nc3nc(C)nn3c2C)cc(OC)c1	3	.	-6	.	-1.5	-4	4	-2.5	2.0	-4
Cc1noc(C)c1C(=O)Nc1nc(-c2cccs2)cs1	0	-1.2	5	42	-0.6	-8	8	1.1	-0.8	30*
Cc1ccc(S(=O)(=O)Nc2ccsc2C#N)cc1	-4	1.7	-5	-11	-3.0	1	-1	-3.1	1.8	1
Cc1ccc(C)c(NC(=O)CCc2nnc3ccc(N4CCCCC4)nn23)c1	-5	-1.8	1	8	4.2	-1	1	4.1	3.8	0
Cc1ccc(S(=O)(=O)N2CCCCC2)cc1NC(=O)CNc1ccc(C(F)(F)F)cc1	4	-2.9	15	-5	4.2	-26	26	-1.2	3.1	-10
Cc1ccc(S(=O)(=O)N2CCN(C(=O)COC(=O)Cc3c(F)cccc3Cl)CC2)c(C)c1	6	-1.0	-3	13	.	26	-26	.	1.3	-5
Cc1ccc(-n2c(C)nn(CC3CC3)c2=O)cc1	-4	0.1	1	13	2.8	0	0	-1.4	-2.1	-1
COC(=O)N/N=C\c1ccc(OC/C=C/c2ccccc2)cc1	.	-0.6	-4	71	.	-7	7	.	3.2	8
CC1=CC(C)(C)N2C(=O)C3(NCCc4c3[nH]c3ccccc43)c3cccc1c32 (centres undefined)	-4	-0.6	1	-13	0.7	-65	65	0.0	3.2	0
COc1ccc(CCN(C)C(=O)C23CC4CC(CC(Cl)(C4)C2)C3)cc1OC	-5	-1.4	-4	5	5.7	-5	5	-0.8	0.2	2
CCCn1c2ccccc2c2cnn(CC(=O)NC3CCCC(C)C3C)c(=O)c21 (centres undefined)	-14	-0.4	0	-24	0.6	2	-2	0.7	3.2	-2
Cc1cc(NC(=O)/C=C/C(=O)N(CC(=O)NC2CCCC2)c2ccc(F)cc2)no1	-5	-0.3	-6	8	1.0	20	-20	0.2	0.5	-1
Cc1cccc(-c2n[nH]c(=S)n2/N=C/c2ccc(C)s2)c1	-2	-0.2	-7	-1	-0.3	-7	7	2.5	3.8	-6
CCOc1ccc(-c2[nH]nc3c2C(c2ccc4c(c2)OCO4)C(C#N)=C(N)O3)cc1OC (centres undefined)	-5	-2.1	0	4	3.7	1	-1	1.7	1.6	.
OC(COCc1ccc(Cl)cc1)CN1CCCCC1 (centres undefined)	-2	-2.3	-6	0	3.0	12	-12	-0.2	-0.9	-1
COc1ccccc1OCC(=O)NCC1CCCN(C(=O)c2ccccc2C(C)=O)C1 (centres undefined)	-1	-0.2	1	-4	3.7	-1	1	1.3	4.7	1
Cc1ccc(-c2noc(CN3CCN(c4ccccc4F)CC3)n2)cc1	13	-0.7	18	5	0.9	1	-1	1.7	1.3	-3
CC(C)(C)c1ccc(C(=O)OCC(=O)NCc2ccco2)cc1	-10	-1.7	-3	-12	1.6	-3	3	1.8	3.1	4
CSc1ccc(CCNC(=O)CCc2nnc3ccc(N4CCCCC4)nn23)cc1	.	-2.2	2	-5	-0.4	-4	4	0.8	1.3	-2
CCN(CC)CCCN1C(=O)C(=O)/C(=C(/O)c2ccc(Cl)cc2)C1c1ccccn1 (centres undefined)	-1	-1.6	-15	-9	2.6	1	-1	-1.6	1.3	.
O=C(NCC(=O)N(c1cccc(F)c1)C(C(=O)NC1CCCC1)c1cccnc1)c1ccco1 (centres undefined)	.	-0.6	1	-8	2.5	20	-20	1.1	-1.7	0
COc1cccc(C(=O)N2CCCC(c3nc(-c4cccs4)no3)C2)c1 (centres undefined)	0	-1.7	-1	8	0.9	15	-15	-1.3	-0.2	.
Oc1ccc(N=Nc2cccc(C(F)(F)F)c2)cc1C=Nc1ccc(N2CCOCC2)cc1	-4	-0.5	1	-23	2.6	-22	22	0.4	4.3	.
CCOc1ccc(NC(=O)CSc2nc3[nH]ncc3c(=O)[nH]2)cc1	-1	-1.8	-2	-9	0.5	10	-10	2.6	2.5	3
O=C(NNC(=O)c1csc(-c2cnccc2C(F)(F)F)n1)c1ccc(C(F)(F)F)cc1	.	.	.	.	-2.6	.	.	-1.9	3.3	1

Some of these compounds in order of formula weight, descending:
SMILES	CAL PDZ FP-1	CAL PDZ FP-2	Tat transport	MITF TRPM1 HTS	AddAB inh	SR-BI uptake up	SR-BI HDL uptake	E coli growth	phage Ecoli inh	Wnt act
Oc1ccc(N=Nc2cccc(C(F)(F)F)c2)cc1C=Nc1ccc(N2CCOCC2)cc1	-4	-0.5	1	-23	2.6	-22	22	0.4	4.3	.
COc1ccccc1OCC(=O)NCC1CCCN(C(=O)c2ccccc2C(C)=O)C1 (centres undefined)	-1	-0.2	1	-4	3.7	-1	1	1.3	4.7	1
COc1cc(NC(=O)CCc2c(C)nc3nc(C)nn3c2C)cc(OC)c1	3	.	-6	.	-1.5	-4	4	-2.5	2.0	-4

Continued:
SMILES	CAL PDZ FP-1	CAL PDZ FP-2	Tat transport	MITF TRPM1 HTS	AddAB inh	SR-BI uptake up	SR-BI HDL uptake	E coli growth	phage Ecoli inh	Wnt act
CC(C)(C)N=C1C([N+](=O)[O-])=CC=C2C1=NC1(CCCCC1)N2O	0	-2.3	-5	-13	1.7	12	-12	1.6	0.3	.
COc1ccc2c(c1OC)C(=O)N1N=C(c3ccc(F)cc3)CC21 (centres undefined)	-3	-7.3	-1	22	0.3	-6	6	-2.1	2.5	10
Cc1ccc(-c2nnc(Nc3ccc4c(c3)OCO4)c3ccccc23)cc1S(=O)(=O)NCCO	-3	0.6	5	-2	3.5	-38	38	-0.8	2.7	0
CCCCn1nnnc1NCc1ccc(C)cc1	-3	0.4	0	.	.	16	-16	.	-0.2	-1
CC(=O)Nc1ccc(S(=O)(=O)NC(CC(=O)NCCCN2CCOCC2)C(C)C)cc1 (centres undefined)	-9	-0.1	2	.	3.8	22	-22	-2.4	-0.2	-2
COc1ccccc1NS(=O)(=O)c1ccc(C(=O)N2CCCCCCC2)cc1	-4	-1.9	2	1	-0.6	-16	16	-1.6	0.8	1
CSCCC(NC(=O)COc1ccccc1)C(=O)N1CCN(c2ccccc2F)CC1 (centres undefined)	-2	-2.6	9	-3	-1.1	-10	10	-3.5	0.8	.
CCOc1ccc(S(=O)(=O)NCCC(=O)OCC(=O)N2CC(=O)Nc3ccccc32)cc1	0	-0.2	-20	0	-0.9	4	-4	-1.1	0.2	-1
Cc1cccc(-c2nnc(-c3ccc4ccccc4c3)o2)c1	-3	-0.7	-17	48	.	-5	5	.	4.0	-5
N=C1SCC(=O)N1c1ccccc1Cl	-1	0.0	0	-7	0.7	29	-29	2.6	1.4	0
Cc1nn(Cc2c(Cl)cccc2Cl)c(C)c1NC(=O)Cn1nc([N+](=O)[O-])c(Cl)c1C	-2	-2.0	-6	-8	1.5	-44	44	-0.2	2.5	4
COc1ccccc1C1CCN(c2ccc([N+](=O)[O-])c(OC)c2)CC1	-6	-1.1	19	34	1.4	-54	54	1.8	-0.2	2
C=C1C(=O)C=C[C@]2(C)C[C@@H]3OC(=O)[C@](C)(O)[C@H]3C[C@@H]12	-3	-3.0	-8	-93	2.1	-36	36	0.1	0.6	43*
Cc1ccc(CNC(=O)c2sccc2-n2cccc2)cc1	-5	-2.0	-6	-5	0.9	-26	26	-2.1	0.7	-1
COc1cc2c(cc1OC)C(C)N(C(=O)c1c(C)noc1C)CC2 (centres undefined)	-7	0.6	-4	-2	1.0	17	-17	1.6	1.0	1
CC(=O)Nc1ccc2c(c1)C(=Nc1cccc(C)c1)c1ccccc1-2	-4	-1.1	0	8	.	-6	6	.	2.7	34*
COc1ccc(OC)c(C(=O)NC(CC(N)=O)c2ccc(NCc3ccc(F)c(F)c3)c([N+](=O)[O-])c2)c1 (centres undefined)	2	0.0	3	1	2.6	4	-4	-4.3	1.6	-1
COC(=O)c1cc(Cl)cc2c(CCO)c[nH]c12	-3	-1.7	1	9	2.7	3	-3	0.3	-0.9	3
CNc1oc(/C=C/c2ccccc2)nc1C#N	-8	0.1	-5	60	2.6	-22	22	0.3	4.3	.
C/C(=N\Nc1ccc(Cl)c(C(=O)O)c1)c1ccc(Br)s1	-3	-1.3	-7	37	-2.9	9	-9	-2.5	0.6	3
CCCOc1ccccc1NC(=O)c1ccc([N+](=O)[O-])cc1	.	-0.6	5	-9	2.6	-50	50	2.9	3.8	-1
Cc1cccc(CC(=O)NCCS(=O)(=O)N2CCN(c3cccc(Cl)c3)CC2)c1	0	-1.2	-7	-1	-1.8	12	-12	-1.1	2.3	2
CCOC(=O)c1cnc(SCC(=O)Nc2ccc(N3CCOCC3)c(Cl)c2)nc1N	.	-3.5	-11	-12	2.3	22	-22	4.5	2.4	.
CC1(C)CC(=O)C=C(NC2CCCCCCC2)C1	-4	-1.3	5	1	3.8	-1	1	-0.7	1.5	-4
COc1ccnc2c1c(=O)n(Cc1cccc(Cl)c1)c(=O)n2C	.	-2.2	-4	6	4.3	12	-12	1.5	2.9	0

(more compounds)
SMILES	CAL PDZ FP-1	CAL PDZ FP-2	Tat transport	MITF TRPM1 HTS	AddAB inh	SR-BI uptake up	SR-BI HDL uptake	E coli growth	phage Ecoli inh	Wnt act
NS(=O)(=O)c1ccc(NC(=O)CSc2n[nH]c(=O)n2Cc2ccccc2)cc1	-6	-1.4	5	-4	2.4	-1	1	-1.9	0.2	-4
O=C(COC(=O)CCC(=O)c1cccs1)Nc1ncc(Cl)cc1Cl	-1	-1.9	-11	14	3.7	12	-12	0.3	2.4	-1
COC(=O)C1(C(O)C(=O)c2ccc(C)cc2C)CCCCC1 (centres undefined)	-2	0.7	-5	7	-1.4	2	-2	-0.4	2.2	-5
CCC(C)NC(=O)Cn1cnc2sc(C)c(S(=O)(=O)N3CCN(c4ncccn4)CC3)c2c1=O (centres undefined)	-2	-1.2	0	4	1.6	13	-13	-1.2	1.7	-15
O=C(NC1CCCC1)c1cc(-c2ccccc2)on1	-1	-2.2	-4	28	1.2	-13	13	-2.4	2.8	47*
O=C(CN1CCCc2ccccc21)NC(=O)NCc1ccco1	.	-0.2	6	-4	0.2	14	-14	0.4	2.5	.
Cn1c(=O)cc(OCC(=O)N2CCCc3ccccc32)c2ccccc21	-1	-0.7	3	-7	0.7	-2	2	0.1	2.3	5
O=C(NC1CCCCC1)C(c1ccncc1)N(C(=O)c1csnn1)c1ccc(F)cc1 (centres undefined)	-19	-3.3	3	.	1.1	.	.	0.4	-4.1	-7
CSCCC(NC(N)=O)C(=O)Nc1cccc(C#N)c1 (centres undefined)	4	-1.8	0	-3	0.9	4	-4	0.4	5.3	-6
